Screening data (PubChem BioAssay)
Fam108B inh: Fam108B inhibition, counter-screen for RBBP9 inhibitors; recombinant Fam108B, FP-Rh probe fluorescence polarization; inhibition, % at 9.51 µM; 300,000 tested, 0.33% active;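 active = inhibition above the screen mean inhibition plus 3 SD, computed separately per campaign, cut at about 18% in these data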;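 note: inhibitors lower polarization as less probe binds the enzyme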
MEX-5 binding: C. elegans MEX-5 TCR-2 RNA binding activity | Q9XUB2 | MEX-5/FITC-TCR2 RNA binding, fluorescence polarization; hits give low values | activity score (negative = inhibition of binding), % at 10 µM | 300,000 tested, 0.38% active | AID 1832;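 active = inhibition past about -25% in most replicates, and total fluorescence under double the plate's negative control median, limit read from the data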;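 note: 0% = DMSO and -100% = 5 µM competing unlabeled TCR2 RNA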
GLD-1 TGE inh: GLD-1-TGE RNA interaction inhibition (C. elegans); Q17339; purified GLD-1 + fluorescein TGE RNA, fluorescence polarization; inhibition, % at 5.96 µM; 320,000 tested, 0.44% active;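 active = percent inhibition above a per-plate cutoff, the plate mean of test compounds plus 3 SD, cut at about 30% in these data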;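 note: 0% = DMSO wells with GLD-1 and probe and 100% = wells lacking GLD-1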
GRK2 aptamer HTS: human GRK2 inhibition via aptamer displacement; bead flow cytometry, FAM-aptamer displacement from GRK2; 330,000 tested, 0.59% active; inhibition of aptamer binding, % at 10 µM;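 active = inhibition of aptamer binding above 40%, roughly 3 SD of noise, on plates passing a quality check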;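 note: median bead fluorescence of bound FAM aptamer so fluorescent compounds give negative values; no value below 0 was filed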
Target sequence (P25098 whole entry, looked up): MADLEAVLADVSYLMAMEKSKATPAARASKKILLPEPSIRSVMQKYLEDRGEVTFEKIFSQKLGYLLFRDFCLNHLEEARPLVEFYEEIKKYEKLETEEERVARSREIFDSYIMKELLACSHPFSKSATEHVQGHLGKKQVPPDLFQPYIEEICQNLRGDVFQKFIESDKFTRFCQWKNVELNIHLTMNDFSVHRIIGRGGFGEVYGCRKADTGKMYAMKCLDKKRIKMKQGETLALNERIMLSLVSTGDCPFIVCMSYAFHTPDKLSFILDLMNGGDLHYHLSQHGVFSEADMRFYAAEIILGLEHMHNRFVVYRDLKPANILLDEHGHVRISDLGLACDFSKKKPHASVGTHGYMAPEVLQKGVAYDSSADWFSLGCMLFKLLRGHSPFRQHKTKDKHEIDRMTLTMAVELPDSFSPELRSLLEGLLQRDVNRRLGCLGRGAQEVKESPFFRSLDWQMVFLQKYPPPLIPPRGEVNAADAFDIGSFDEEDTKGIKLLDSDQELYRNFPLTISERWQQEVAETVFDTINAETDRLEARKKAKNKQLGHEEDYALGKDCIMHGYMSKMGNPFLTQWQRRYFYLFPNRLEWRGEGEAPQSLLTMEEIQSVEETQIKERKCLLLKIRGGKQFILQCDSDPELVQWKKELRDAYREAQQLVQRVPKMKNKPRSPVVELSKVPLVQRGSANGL
MCL1-BIM inh: inhibitors of human MCL1 binding to BIM-BH3 peptide. Q07820. GST-MCL1 / FITC-Bim-BH3 fluorescence polarization. inhibition, % at 10.9 µM. 320,000 tested, 0.68% active. AID 2057;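 active = inhibition above the mean inhibition of all tested compounds plus 3 SD, set per campaign, cut at about 40% in these data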;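 note: 0% = DMSO wells and 100% = unlabeled Bim-BH3 peptide control; higher means more loss of mP so more displacement of Bim peptide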
VLA-4 inh: inhibition in a human VLA-4 binding assay | P13612 | VLA-4 expressing cells, ligand binding flow cytometry | inhibition, % (about 7 µM as worked out from the volumes in the protocol) | 330,000 tested, 0.2% active; in the data active = inhibition above about 50%
PME-1 inh: blocks human protein phosphatase methylesterase 1; Q9Y570; recombinant PME-1, FP-Rh probe fluorescence polarization; inhibition, % at 5.9 µM; 320,000 tested, 0.53% active; AID 2130;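 active = inhibition above the campaign mean of all compounds plus 3 SD, cut at about 26% in these data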;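 note: competitive labeling of PME-1 active site by serine hydrolase directed probe; 0% = PME-1 with DMSO and 100% = wells lacking PME-1 enzyme; inhibitors block probe labeling so polarization falls and inhibition rises; many of its hits are not listed in these tables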
Target sequence (Q9Y570 whole entry, looked up): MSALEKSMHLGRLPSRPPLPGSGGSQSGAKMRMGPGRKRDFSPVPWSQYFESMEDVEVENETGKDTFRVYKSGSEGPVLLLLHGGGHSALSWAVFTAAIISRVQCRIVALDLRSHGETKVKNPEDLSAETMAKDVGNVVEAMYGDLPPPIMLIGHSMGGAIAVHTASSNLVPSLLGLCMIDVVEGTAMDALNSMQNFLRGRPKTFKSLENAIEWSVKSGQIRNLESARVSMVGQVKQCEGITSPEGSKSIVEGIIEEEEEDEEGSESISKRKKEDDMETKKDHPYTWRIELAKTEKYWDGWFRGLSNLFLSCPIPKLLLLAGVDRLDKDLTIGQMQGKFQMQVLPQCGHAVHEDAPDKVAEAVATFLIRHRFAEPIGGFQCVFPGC
Bcl-xL primary: Bcl-xL (human) inhibition | Q07817 | GST-Bcl-xL / FITC-Bim BH3 peptide fluorescence polarization | inhibition, % at 10.9 µM | 320,000 tested, 0.7% active | AID 2129;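 active = inhibition above the mean of all tested compounds plus 3 SD, cutoff set per campaign, cut at about 30% in these data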;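 note: 0% = DMSO wells and 100% = unlabeled Bim-BH3 peptide competitor; inhibitors lower millipolarization by displacing the labeled peptide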
Efflux pump inh: antifungal efflux pump inhibition, Nile Red retention. S. cerevisiae Candida pump triplex. inhibition, % at 10 µM. 330,000 tested, 0.44% active;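 active = plate passing quality check with inhibition over a set limit, or well fluorescence over plate mean plus 4 SD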;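 note: Nile Red retained in pooled yeast measured as flow cytometry median fluorescence; 0% = buffer negative control and 100% = Enniatin B positive control; higher means more Nile Red kept so more efflux inhibition; some compounds called inactive have numbers as strong as hits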
Numbers without * were called inactive; / = no result given. A portion of the library, so the mix of outcomes need not match the whole.

SMILES	Fam108B inh	MEX-5 binding	GLD-1 TGE inh	GRK2 aptamer HTS	MCL1-BIM inh	VLA-4 inh	PME-1 inh	Bcl-xL primary	Efflux pump inh
COc1ccc(C(=O)OC2CC[C@@]3(C)C4CCC5[C@]6(O)CC(O)[C@@]7(O)C(CN8CC(C)CCC8[C@@]7(C)O)[C@]6(O)C[C@@]53O[C@]24O)cc1OC (some centres undefined)	5	2.2	6	0	-3	-3	-5	-4	-0.1
CCN(CC)C(=O)COc1cc(C)cc2oc(=O)c3c(c12)CCCC3	/	1.5	/	2	/	-4	/	/	-0.1
COc1ccc(-c2nn(CCC#N)cc2C(=O)Nc2ccccc2Cl)cc1	5	-0.7	1	0	2	-10	-2	3	-0.2
Cc1cc(NC(=O)COC(=O)c2c(C)nn(Cc3ccccc3Cl)c2Cl)no1	-4	0.4	3	6	-3	-3	-6	-2	0.1
Cc1c(N=Nc2c(O)n(C)c(=O)n(C)c2=O)c(=O)n(-c2ccccc2)n1C	0	-2.6	-1	2	0	1	2	-5	-3.3
Cc1nc2ccccc2c(=O)n1-c1cc([N+](=O)[O-])cc([N+](=O)[O-])c1	2	1.9	-4	0	10	-1	-5	4	-0.1
COC(=O)c1cc2c(s1)=NC=NP=2(N1CCOCC1)N1CCOCC1	-4	-1.8	4	0	0	1	4	-3	0.0
O=S(=O)(NC1CN2CCC1CC2)c1ccc(Cl)cc1 (centres undefined)	2	0.4	3	0	0	0	9	4	-0.1
CCOC(C(=O)OCCCN(CC)CC)(c1ccccc1)c1ccccc1	0	0.5	-11	1	-10	1	-2	3	0.0
C[C@]12CCC(=O)C=C1C=C[C@@H]1[C@@H]2CC[C@@]2(C)[C@H]1CC[C@@]2(O)CCC(=O)O	-1	/	7	5	2	12	0	8	0.0
COc1ccc(CCN)cc1O	-3	-0.2	2	0	2	10	-3	-2	0.0
COC(=O)C1=C(c2ccc(S(C)(=O)=O)cc2)C[C@@H]2CC[C@H]1N2C(=O)NCCNC(C)=O	-1	-1.9	-2	4	6	28	-2	2	-0.1
CCc1ccc(N2C(=O)NC(=O)/C(=C/c3ccsc3)C2=O)cc1	1	7.7	-29	0	-18	11	-2	1	-0.1
CN(C)P1(N(C)C)=Nc2c(c(N)nn2C)C(c2ccccc2)=N1	5	0.0	2	2	4	14	1	6	0.1
C1=C(c2c[nH]c3ccccc23)CCNC1	-1	6.0	-123	0	-13	-83	-2	-3	0.1

Fetched by compound from the entries so far:
SMILES	Fam108B inh	MEX-5 binding	GLD-1 TGE inh	GRK2 aptamer HTS	MCL1-BIM inh	VLA-4 inh	PME-1 inh	Bcl-xL primary	Efflux pump inh
COC(=O)C1=C(c2ccc(S(C)(=O)=O)cc2)C[C@@H]2CC[C@H]1N2C(=O)NCCNC(C)=O	-1	-1.9	-2	4	6	28	-2	2	-0.1
CN(C)P1(N(C)C)=Nc2c(c(N)nn2C)C(c2ccccc2)=N1	5	0.0	2	2	4	14	1	6	0.1
CCOC(C(=O)OCCCN(CC)CC)(c1ccccc1)c1ccccc1	0	0.5	-11	1	-10	1	-2	3	0.0

(further entries)
SMILES	Fam108B inh	MEX-5 binding	GLD-1 TGE inh	GRK2 aptamer HTS	MCL1-BIM inh	VLA-4 inh	PME-1 inh	Bcl-xL primary	Efflux pump inh
Cc1cc(C=O)c(C)n1CC1CCCO1 (centres undefined)	-1	-2.3	2	2	1	1	0	4	-0.1
CN1/C(=C\C=C2C(=O)NC(=O)NC2=O)C(C)(C)c2ccccc21	1	-86*	-230	0	-229	0	5	-144	0.4
Nc1ccc(S(=O)(=O)N2CCCCC2c2cccnc2)cc1 (centres undefined)	-1	-2.1	8	3	0	43	-5	2	0.0
CC(=O)[C@@]1(O)CCC2C3CC=C4C[C@@H](O)CC[C@]4(C)C3CC[C@@]21C (some centres undefined)	/	/	-1	0	/	10	/	/	0.1
CN(C)C1=NC(N(C)C)=NP(N(C)C)(N(C)C)=N1	-1	-3.2	3	1	4	-17	3	6	0.1
COC(=O)C1=C(c2cccc(OC)c2OC)C[C@@H]2CC[C@H]1N2C(=O)NCc1cccc2ccccc12	-1	-1.0	-9	0	6	14	-5	4	-0.2
Cc1cc(C=C2C(=O)N(C)C(=S)N(C)C2=O)c(C)n1-c1ccncc1	2	3.3	-3	0	-10	-3	-22	-9	-0.1
CC(C)(C)c1nc(N2CCN(C(=O)c3ccco3)CC2)c2nnn(Cc3ccccc3Cl)c2n1	-3	2.2	8	2	4	2	2	1	0.3
CCC(=NCCCN(CC)CC)c1c(O)n(-c2ccccc2)c(=O)[nH]c1=O	2	0.9	7	1	2	5	-3	6	0.0
Cc1ccc(-n2c(O)c(C=NCc3ccccn3)c(=O)[nH]c2=S)cc1	0	2.4	-2	1	5	-1	1	2	0.0
O=C1NC(=O)C(CCc2ccncc2)(Cc2ccc([N+](=O)[O-])cc2)C(=O)N1	-2	1.0	-1	5	-3	11	-6	2	0.1
Cc1cc(S(=O)(=O)NCc2ccccc2)ccc1OCC(=O)N1CCN(C)CC1	2	1.1	1	0	1	7	-2	-1	0.0
Cc1ccc(NC(=O)[C@@H](NC(=O)N2C[C@H]3C[C@@H](C2)c2cccc(=O)n2C3)C(C)C)cc1	-1	-0.6	6	0	-9	4	1	-5	0.0
O=S(=O)(c1ccccc1)N1CC1c1ccccc1 (centres undefined)	-3	1.2	5	2	-1	2	0	3	0.3
O=Cc1cn(Cc2ccccc2[N+](=O)[O-])c2ccccc12	0	-0.3	0	5	1	-3	4	5	0.1
OC(CN1CCCCC1)c1c[nH]c2ccccc12 (centres undefined)	4	-0.3	-2	0	9	-9	-2	3	-0.2
COc1cc(/C=C(/C)[N+](=O)[O-])ccc1OCc1ccccc1Cl	-3	0.4	7	0	6	23	4	3	0.3
CCn1cc(C=C2C(=O)NC(=O)NC2=O)c2ccccc21	0	-46*	-14	1	148*	11	11	136*	0.3
Cc1cc2c(C(F)(F)F)cc(=O)oc2c2c1NCCC2	2	-0.6	112*	1	146*	0	-1	112*	0.1
C[C@]12CCC3C(CC[C@H]4C[C@@H](O)CC[C@]34C)C1C[C@@H](O)C2=O (some centres undefined)	/	/	4	0	/	6	/	/	0.1
C=CCn1c(O)c(C(CC)=NC2CC2)c(=O)[nH]c1=O	-2	0.8	5	0	0	3	5	1	0.0
C=CCn1c(O)c(C(CC)=Nc2ccc(NC(C)=O)cc2)c(=O)[nH]c1=O	0	0.7	2	0	0	-4	1	3	0.0
Cc1cc(S(=O)(=O)NCC(C)C)ccc1OCC(=O)N1CCN(Cc2ccccc2)CC1	2	0.4	-3	1	4	16	2	6	0.2
O=C(Cc1ccccc1)N1CCN(Cc2cccc(Cl)c2)CC1	0	0.4	0	/	6	2	3	1	0.2
COc1ccc(CCN(C)Cc2c(F)cccc2F)cc1OC	5	-0.9	7	1	10	4	6	4	0.5
Clc1ccc(NC2=NCCCS2)cc1Cl	-3	-1.6	-4	0	-1	4	-2	5	0.0
COc1ccc(C(=O)N2CCOCC2)cc1S(=O)(=O)N1CCC(C)CC1	3	0.1	-4	0	1	9	-1	3	0.0
CC(O)CNc1ccc([N+](=O)[O-])c2cccnc12 (centres undefined)	1	1.8	4	5	-2	-3	-4	4	0.0
O=C(CCC(=O)N1CC2C[C@@H](C1)Cn1c2cccc1=O)NCCc1ccccc1F	2	-0.8	-4	0	-2	-15	-3	-1	0.1
CN(C)C(CNC(=O)Cc1ccc(Br)cc1)c1ccccc1 (centres undefined)	-2	1.6	5	0	4	12	-1	5	0.0
CN1C(=O)/C(=C\N2CCc3ccccc32)C(=O)NC1=S	4	0.3	6	0	1	20	-7	2	0.1
COC(=O)c1ccc(COc2cc(C)cc3oc(=O)c4c(c23)CCCC4)o1	-6	-1.9	8	0	0	11	6	6	0.0
CC1CCC(NC(=O)CNC(=S)N2CC3CC(C2)c2cccc(=O)n2C3)CC1 (centres undefined)	5	1.5	-1	1	3	1	-1	2	0.0
O=C1CC(c2ccccc2)CC(O)=C1C=NCCN1CCN(C(=O)Cc2ccccc2)CC1 (centres undefined)	-1	-1.8	-4	0	2	-2	0	3	-0.3
O=c1cccc2n1CC1CC2CN(c2ncnc3c2cnn3-c2ccc(Cl)cc2)C1 (centres undefined)	1	0.7	3	0	-1	-2	-1	2	-0.3
CC1CCCN(c2ccc(C(=O)N3CCC4(CC3)OCCO4)cc2[N+](=O)[O-])C1 (centres undefined)	6	-0.2	2	0	3	2	-2	6	0.0
CC1CCCCC1NC(=O)CNC(=S)N1CC2CC(C1)c1cccc(=O)n1C2 (centres undefined)	3	1.7	0	3	-1	8	-4	1	0.0
Cc1cccc(C(O)(C(=O)NNC(=O)CN2CCN(C)CC2)c2cccc(C)c2)c1	1	24	3	0	-8	7	3	-3	0.1
CN1CC2([N+](=O)[O-])CC=C(Cl)C([N+](=O)[O-])(C1)C2 (centres undefined)	3	-2.4	0	0	5	0	0	7	0.0
Clc1cccc(C2NCc3ccccc3-n3cccc32)c1 (centres undefined)	0	-2.0	-2	0	0	-9	1	1	0.3
CC(C)Oc1ccc(Cc2c(O)[nH]c(=O)[nH]c2=O)cc1	3	0.8	5	0	0	20	-2	0	0.1
Cc1c(NC(NC(=O)CF)C(Cl)(Cl)Cl)c(=O)n(-c2ccccc2)n1C (centres undefined)	-1	2.5	10	0	1	15	-1	4	-0.1
COC(=O)C1=COC(C)C2CN3CCC4(C(=O)Nc5ccccc54)C3CC12 (centres undefined)	-3	0.9	0	0	2	26	8	-1	-0.2
O=C(c1cc(=O)[nH]c2ccc(Br)cc12)N1CCC2(CC1)OCCO2	0	3.3	0	0	-4	12	-2	0	0.0
COc1ccc(-n2c(-c3ccco3)nc3ccccc3c2=O)cc1	2	2.8	6	1	5	-7	-2	5	0.0
CC(=O)Nc1ccccc1C(=O)C(=O)Nc1cccc(C(=O)N2CCC3(CC2)OCCO3)c1	0	0.1	0	2	-2	15	3	-3	-0.4
CC12CC[C@H]3[C@@H](CCC4(O)C[C@H](O)CCC34/C=N/NC(=O)c3ccccc3F)C1(O)CCC2C1=CC(=O)OC1 (some centres undefined)	-2	-0.3	4	1	4	-1	1	4	-0.1
CCOP(=O)(OCC)C(O)c1ccc2c(c1)OCO2 (centres undefined)	1	0.8	2	1	8	2	-1	8	0.1
CCOC(=O)c1ccc(N=Cc2c(O)n(-c3ccc(OC)cc3)c(=S)[nH]c2=O)cc1	0	-0.3	5	6	11	13	-5	5	0.0
CCn1c(O)c(C=Nc2ccc(S(N)(=O)=O)cc2)c(=O)n(CC)c1=S	-45	-9.6	-7	1	-4	8	-53	0	-0.1
CN1CCC(N2CC3CC(C2)c2cccc(=O)n2C3)CC1 (centres undefined)	-3	1.0	-4	0	15	-3	-8	13	-0.5
Cn1cc(C(=O)OCC(=O)NC2CCCCC2)c2ccccc21	/	/	10	3	1	-2	5	-3	0.0
CCn1cc(C(=O)N2CCC3(CC2)OCCO3)c(=O)c2cc(S(=O)(=O)N3CCCC3)ccc21	-3	1.9	0	0	2	12	3	5	0.0
O=C(O)c1ccc(Cl)nc1	-3	-1.3	2	0	7	-1	0	9	-0.1
Cc1cccc(-n2c(O)c(C=NC34CN5CN(CN(C5)C3)C4)c(=O)[nH]c2=O)c1	1	-1.6	7	0	0	6	0	2	0.0
COC(=O)c1ccc(-n2c(C)nc3ccccc3c2=O)cc1	-4	0.9	9	4	3	-3	-7	3	-0.1
CCCC(C)n1[nH]c(=O)c2c1NC(=O)CSC2c1ccc(OC)cc1 (centres undefined)	5	3.7	4	1	6	19	4	8	-0.1
